From PubChem BioAssay
Mm-Cpn inhibitor: blocks the Methanococcus maripaludis chaperonin Mm-Cpn. purified Mm-Cpn ATPase, ADP Transcreener TR-FRET. Potency, µM (series often up to 76.9 µM), for inactives: top-dose activity, negative = inhibition, most hits filed as inhibitors. actives 0.031% (n = 330,000). AID 504842; also: potency is read from the fitted curve at half-maximal effect; % is scaled to controls: 0 for no effect and ±100 for the full control effect; nearly all actives have a fitted effect of over 80% in size
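ATPase turnover read by TR-FRET ADP competition (Eu cryptate antibody/ADP-d2, 665/590 nm): 10uM ATP final, 25nM Mm-CPN final, 30 min 37degC after 10-min compound preincubation, pH 7.4 Tris/KCl/MgCl2/DTT buffer.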
Akt phos inh: blocks phosphorylation of Akt | Neuro2A IGF-stimulated pAkt S473 HTRF, 20 min; stronger effect = lower value | activity change, % for hits at 50 µM | actives 0.32% (n = 360,000); in the data active = activity change below about -80%; inconclusive = mostly about -51% to -80%; also: % is scaled to controls: 0 for no effect and ±100 for the full control effect
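Neuro2A cells in DMEM with 0.5% FBS, overnight at 37 deg C, given compound at single 50 µM final, then IGF (6 nM final) for 20 min at 37 deg C. Lysed; phospho-Akt Ser473 by HTRF after 24 h, 665/615 ratio.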
GLP-1R inv ag: GLP-1 receptor (human) inverse agonism. P43220. HEK293 GLP-1R CRE-luciferase, luminescence, 24 h; GLP-1R form is constitutively active. Potency, µM (series often up to 38.3 µM), inactives show at the top dose activity change, negative = inhibition, usual class: inhibitors. actives 1.6% (n = 410,000). AID 624417; also: potency is read from the fitted curve at half-maximal effect; % is scaled to controls: 0 for no effect and ±100 for the full control effect; nearly all actives have a fitted effect of over 55% in size
Target sequence (P43220 whole entry, looked up): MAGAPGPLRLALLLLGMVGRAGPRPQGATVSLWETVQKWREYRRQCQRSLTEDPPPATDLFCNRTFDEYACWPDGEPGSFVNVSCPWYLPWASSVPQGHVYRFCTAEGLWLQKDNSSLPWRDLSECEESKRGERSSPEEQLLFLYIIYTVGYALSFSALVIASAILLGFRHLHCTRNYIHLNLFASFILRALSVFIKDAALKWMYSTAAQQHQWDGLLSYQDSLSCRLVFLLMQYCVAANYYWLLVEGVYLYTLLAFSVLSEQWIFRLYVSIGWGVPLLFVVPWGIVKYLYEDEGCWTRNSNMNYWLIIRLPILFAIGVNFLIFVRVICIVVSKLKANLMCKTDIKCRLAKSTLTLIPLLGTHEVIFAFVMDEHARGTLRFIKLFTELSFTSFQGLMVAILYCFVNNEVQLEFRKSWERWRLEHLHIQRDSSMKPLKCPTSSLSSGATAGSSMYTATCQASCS
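Seeding at 200 cells/uL, 12 h culture, 24 hr compound treatment, then luciferase reagent and a luminescence read; cells are HEK293 stably expressing a constitutively active GLP-1R plus cAMP-responsive luciferase.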
PTHR1 agonist: agonists of human PTHR1 parathyroid hormone receptor | Q03431 | HEK293 GP2 PTHR1 cells, GloSensor cAMP luminescence, 1 h | Potency, µM (highest dose often 115 µM), for inactives: top-dose activation, usual class: activators | actives 0.075% (n = 410,000); also: potency is read from the fitted curve at half-maximal effect; nearly all actives have a fitted effect of over 55% in size; some results filed as inactive show a strong effect at the top dose; inactives centre near -15; many of its hits are not listed in these tables
Target sequence (Q03431 whole entry, looked up): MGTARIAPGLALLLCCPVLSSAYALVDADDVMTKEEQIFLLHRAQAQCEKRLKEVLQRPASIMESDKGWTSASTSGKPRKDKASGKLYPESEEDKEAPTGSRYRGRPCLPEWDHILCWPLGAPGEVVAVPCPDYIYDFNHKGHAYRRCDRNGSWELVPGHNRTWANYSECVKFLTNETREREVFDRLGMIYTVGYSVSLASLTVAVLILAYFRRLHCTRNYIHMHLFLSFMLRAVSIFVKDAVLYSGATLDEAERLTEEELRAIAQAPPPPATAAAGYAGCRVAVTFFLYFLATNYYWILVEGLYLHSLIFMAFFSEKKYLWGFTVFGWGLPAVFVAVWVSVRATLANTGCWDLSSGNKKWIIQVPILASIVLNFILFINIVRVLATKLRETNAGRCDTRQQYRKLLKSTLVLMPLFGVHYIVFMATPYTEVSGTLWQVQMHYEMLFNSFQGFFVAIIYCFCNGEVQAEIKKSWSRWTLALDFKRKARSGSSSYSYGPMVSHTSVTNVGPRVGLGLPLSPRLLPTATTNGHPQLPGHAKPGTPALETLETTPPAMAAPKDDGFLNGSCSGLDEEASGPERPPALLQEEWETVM
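HEK-293-derived GP2 cells expressing PTHR1 and a GloSensor cAMP reporter, 3,000/well, plated overnight, given luciferin plus IBMX (each 0.5 mM as added) for 1 h at 37 °C, then compound for 1 h at 37 °C. Luminescence was read after 15 min at room temperature.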
Abeta yeast res: A-beta toxicity reversal in yeast | yeast expressing A-beta42, growth rescue, OD600, 48 h; response scale: 0% DMSO, 100% iron-clioquinol control | Potency, µM (series often up to 46.1 µM), inactives show top-dose growth rescue, hits mostly activators | actives 0.063% (n = 410,000) | AID 1347071; also: potency is read from the fitted curve at half-maximal effect; nearly all actives have a fitted effect of over 55% in size
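Yeast A-beta toxicity model in growth medium with pinned compounds, 48 h at 30 C; growth read as absorbance at 600 nm. Normalized to FeCl3/clioquinol equimolar mix (positive) and DMSO (negative).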
aSyn yeast inh: inhibitors of alpha-synuclein toxicity in yeast; Yeast expressing alpha-synuclein, growth rescue, BacTiter-Glo, 24 h; Potency, µM (titrated, usually from 46.1 µM), without a hit: top-dose growth rescue (activation), usual class: activators; actives 0.14% (n = 370,000); AID 652106; also: potency is read from the fitted curve at half-maximal effect; % of control where 0% means no effect; nearly all actives have a fitted effect of over 65% in size
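Rescue of yeast growth: cells expressing toxic alpha-synuclein, induced in galactose at OD600 0.02, incubated with compound 24 h at 30 C. ATP luminescence quantified growth; inhibitors of toxicity appear as activators.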
TDP-43 yeast inh: rescues yeast growth from TDP-43 toxicity; TDP-43 expressing yeast growth rescue, BacTiter-Glo, 24 h; Potency, µM (highest dose often 46.1 µM), for the others: at the highest dose growth rescue (activation), hits mostly activators; actives 1.8% (n = 410,000); AID 652104; also: potency is read from the fitted curve at half-maximal effect; % of control where 0% means no effect; nearly all actives have a fitted effect of over 50% in size
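Cell-based yeast growth screen: TDP-43 expression induced in galactose, inoculum OD600=0.02 after raffinose pregrowth to mid-log. Read-out BacTiter-Glo luminescence at 24 hr, 30 deg C; inhibition of toxicity seen as signal increase.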
FUS yeast rescue: FUS proteinopathy suppression in yeast; Potency, µM (doses to about 76.6 µM), without a hit: top-dose growth rescue (activation), actives largely listed as activators; AID 1347120; actives 0.24% (n = 390,000); S. cerevisiae FUS-expressing, growth rescue, OD600, 24 h;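 also: potency is read from the fitted curve at half-maximal effect; plate controls were DMSO vehicle for no effect and reference control for full effect; nearly all actives have a fitted effect of over 55% in size; some results filed as inactive show a strong effect at the top dose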
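FUS-expressing yeast, raffinose-pregrown, induced in 2% galactose minimal medium at OD 0.005; compounds in a dilution series, 24hr at 30C. Growth restoration read as absorbance at 600 nm. CP55940 positive control, DMSO negative.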
HEK293 tox: cytotoxicity counter-screen for GLP-1 receptor inverse agonists. HEK293 cAMP-luciferase reporter cells, luminescence, 24 h. Potency, µM (highest dose often 38.3 µM), without a hit: at the highest dose activity change, negative = inhibition, hits mostly inhibitors. actives 0.13% (n = 410,000). AID 624418;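 also: loss of luciferase light is scored as toxicity; potency is read from the fitted curve at half-maximal effect; % is scaled to controls: 0 for no effect and ±100 for the full control effect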
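Compound-treated cells are incubated 24 hr at 37 deg C under 5% CO2 after a 12 hour attachment period, then luciferase detection reagent is added and luminescence is measured following 12 min at room temperature; lowered signal indicates toxicity.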
Active calls of the source: *; i = inactive; ? = inconclusive; / = not tested or not shown; [ ] = another dose, or the depositor's remark. Unless noted, calls follow the shape of the dose curve; as a rule, active = well fitted curve in the direction sought with a large enough effect; inconclusive = small, poorly fitted or top-dose-only effect, or another doubt; inactive = no such curve, though single readings can be large; an effect the other way counts as inactive or inconclusive. Some of the compounds tested; count on the stated rates, not on these rows.

SMILES | Mm-Cpn inhibitor | Akt phos inh | GLP-1R inv ag | PTHR1 agonist | Abeta yeast res | aSyn yeast inh | TDP-43 yeast inh | FUS yeast rescue | HEK293 tox
CCn1c(C)nc2cc(C(=O)NN=Cc3ccc([N+](=O)[O-])cc3)ccc21 | 3% | i | 0% | i | -6% | -1% | 5% | / | -18%
CCCc1nc(SCC(=O)Nc2nnc(SCC)s2)c2c(=O)n(C)c(=O)n(C)c2n1 | -1% | i | -3% | -90%[inhibitor] | 1% | -9% | 16% | 4% | -9%
CC(CCN1CCN(CCO)CC1)c1ccccc1 (stereo unspecified) | -1% | i | -1% | -1% | -4% | 0% | 3% | -24% | 5%
CC1CCc2cc(F)ccc2N1C(=O)CSc1nnc(-c2cccs2)n1C (stereo unspecified) | 1% | i | 0% | -4%[57.5 µM] | 1% | -14% | ? | 24% | -14%
CCOc1cccc(-c2nnc3sc(-c4ccco4)nn23)c1 | 1% | i | 0% | i | -3% | 0% | 3% | -1% | -11%
Cc1ccccc1C([O-])=Nc1ccc[n+](-c2nc3ccccc3nc2NS(=O)(=O)c2ccccc2)c1 | -3% | i | -15% | i | 6% | 1% | 7% | 51% | ?
CC(C)CN(C(=O)C1COc2ccccc2O1)c1c(N)n(CC(C)C)c(=O)[nH]c1=O (stereo unspecified) | -3% | i | -1% | -5% | -3% | 0% | 11% | -13% | 0%
O=C(NN1C(=O)c2ccccc2C1=O)C1C2CCCCC21 (stereo unspecified) | -1% | i | ? | i | 8% | 8% | 6% | / | -4%
Cc1ccc(NC(=O)C2CCCN2S(=O)(=O)c2cccc3nsnc23)c(Br)c1 (stereo unspecified) | / | / | 6% | i | -12% | / | 20µM* | 33% | -7%
CC(C)CNC(=O)c1ccccc1NC(=O)c1ccc(CSc2ccccc2)cc1 | -2% | i | ? | i | 13% | 0% | ? | / | 0%
CC(C)OC(=O)CC(=O)CSc1nc2c(c(-c3cccs3)c1C#N)CCC2 | -12% | i | ? | -37%[inhibitor] | 0% | 13% | ? | 25% | 76%[activator]
COc1ccc(C(=O)NCCn2cc(SCC(=O)NCC3CCCO3)c3ccccc32)cc1OC (stereo unspecified) | 0% | i | 6% | -33%[inhibitor] | 11% | -1% | 16% | 14% | 1%
Cc1ccc(C(=O)Oc2ccccc2N2C(=O)C3C4CCC(C4)C3C2=O)cc1 (stereo unspecified) | 1% | i | -18% | -22% | -7% | 1% | 0% | / | -7%
O=C(COC(=O)Cc1n[nH]c(=O)c2ccccc12)NNC(=O)c1ccccc1 | -16% | i | 3% | -7% | -6% | 0% | -23% | 8% | 1%
O=C(CN1C(=O)/C(=C/c2ccc(F)cc2)SC1=S)NC1CCS(=O)(=O)C1 (stereo unspecified) | 1% | i | 4% | -1% | 7% | 1% | 13% | 8% | -21%
COc1ccc(NC(=S)Nc2cc(C)cc(C)n2)cc1OC | -5% | i | 10% | i | -3% | -12% | ? | / | -13%
CCOC(=O)c1nn(-c2cc(C(=O)OC)cc(C(=O)OC)c2)cc1O | -1% | i | 7% | i | 14% | 1% | -13% | 1% | 4%
Cc1nn(CC(=O)N2N=C(C(F)F)CC2(O)C(F)F)c(C)c1[N+](=O)[O-] (stereo unspecified) | 1% | i | 25% | -17% | 1% | -6% | 3% | / | 9%
CCCCN1CCc2c([nH]c3ccccc23)C1=O | -6% | i | 5% | -9%[57.5 µM] | 14% | 8% | 22% | -5% | 10%
CCN(Cc1ccccc1)C(=O)c1ccc(C)c(S(=O)(=O)N2CCCCC2)c1 | -1% | i | ? | -19% | -11% | -2% | 3% | 17% | -3%
Cc1nnc(N2C(=O)C(O)=C(C(=O)c3ccco3)C2c2ccc(C(C)C)cc2)s1 (stereo unspecified) | -14% | i | -4% | -34%[inhibitor] | -15% | -1% | 9% | 7.1µM* | -6%
O=C(Nc1ccc(N2CCCC2)cc1)c1ccc(Br)o1 | 0% | i | -1% | -14%[57.5 µM] | 16% | -2% | -4% | 36% | -13%
CN(CCN(C)C(=O)c1[nH]cnc1C(=O)Nc1ccccc1)C(=O)c1[nH]cnc1C(=O)Nc1ccccc1 | -3% | i | 10% | i | 10% | -2% | 15% | -10% | 1%
CC1CCN(C(=O)c2cc(S(=O)(=O)N3CCCCC3)c[nH]2)CC1 | 4% | i | -11% | -19% | -11% | -5% | 3% | -13% | 6%
Nc1nc(SCC(=O)Nc2ncc(C(F)(F)F)cc2Cl)n[nH]1 | 4% | i | 20% | i | -5% | 0% | -4% | 35% | 6%
Cc1ccc(S(=O)(=O)Cc2nc(-c3ccc(C(=O)NCCCOC(C)C)cc3)oc2C)cc1 | / | / | 20% | -47%[inhibitor] | -3% | / | 13% | 16% | -7%
O=C1NC2(NN1c1ccccc1)C1CC3CC(C1)CC2C3 (stereo unspecified) | 1% | i | ? | -6%[57.5 µM] | 14% | -2% | 4% | 11% | -8%
COC(=O)NCc1ccc2c(c1)OCO2 | 0% | i | 5% | i | -1% | -8% | 19% | 25% | -9%
O=S(=O)(c1ccccc1Cl)N1CCC(O)(c2cccnc2)CC1 | 0% | i | 7% | -2% | 7% | -7% | -7% | -9% | 5%
COc1ccc(C2(C(=O)NCCc3ccccc3)CCCC2)cc1OC | 1% | i | -19% | i | 14% | 7% | 4% | 7% | -15%
CCC[C@H]1CN(c2ccccc2)C(=O)[C@@H]1CC(=O)Nc1ccc(OC)cc1 | / | i | ? | -22% | -7% | 1% | 0% | 21% | 2%
CC(C(=O)NC1CCCC1)n1c(C2CC2)nc2ccccc21 (stereo unspecified) | / | i | 19% | i | 1% | 0% | 14% | -8% | 2%
COc1cc2c(C(=O)NCCN(C)C)cn(CC(C)C)c(=O)c2cc1OC | -5% | i | 3% | -27% | 10% | -1% | 5% | 18% | -3%
Cc1ccc(C=NNC(=O)C(=O)Nc2ccc(Cl)c([N+](=O)[O-])c2)cc1 | / | i | 25% | i | -6% | -6% | 11% | -19% | -5%
Nc1nc(NCC2CCCO2)nc(Nc2cccc(Cl)c2)c1[N+](=O)[O-] (stereo unspecified) | 0% | i | 9% | -21% | 5% | 0% | 1% | -11% | -19%
CCOC(=O)C(C)NC(=O)C1CCN(c2ncnc3c2nc2n3CCCCC2)CC1 (stereo unspecified) | / | / | -2% | -20% | -8% | / | 29% | 11% | 2%
CCOC(=O)N1CCN(CC(O)COc2ccccc2C(C)(C)C)CC1 (stereo unspecified) | 0% | i | ? | -61%[inhibitor] | -14% | -12% | -9% | -2% | -9%
O=C(CCS(=O)(=O)c1ccc(Br)cc1)NCCc1ccc(Cl)cc1 | 0% | i | -7% | i | -21% | 0% | -10% | -22% | 8%
CCC(=O)Nc1ccc(C(=O)NNC(=O)c2ccc(Cl)cc2)cc1 | 0% | i | -14% | -41%[inhibitor] | 4% | -22% | -14% | 20% | -5%
Cc1ccc(S(=O)(=O)NC2CCSC2=O)cc1C (stereo unspecified) | 1% | i | 2% | i | -6% | -2% | 0% | / | -13%
CCc1ccc(NS(=O)(=O)c2c(C)noc2C)cc1 | 2% | i | ? | i | / | 11% | 18% | -16% | 9%
Cc1cccc(-c2noc(CNC(=O)COc3ccccc3C)n2)c1 | 2% | i | ? | -17% | 10% | 0% | 26% | -1% | -20%
CCc1ccc(-c2[nH]c3c(c2-c2sc(C)c(C(=O)OC)c2O)c(=O)n(C)c(=O)n3C)cc1 | / | / | 4% | i | 10% | / | 15% | 11% | -6%
CCc1c(C(=O)N/N=C/c2cn[nH]c2-c2ccc(F)cc2)csc1C | 2% | i | -25% | i | 2% | 2% | 8% | / | -17%
Cc1cccc(N2Cc3ccc(Br)cc3C2)c1 | / | i | -5% | 0% | -5% | -2% | 9% | ? | 10%
Cc1ccccc1C(=O)Nc1cccc(C(=O)OCc2cc(=O)n3c4c(sc3n2)CCCC4)c1 | / | / | 3% | i | -4% | / | 12% | -20% | -10%
COc1ccccc1CCNC(=O)c1cccc(S(=O)(=O)NCc2ccccc2)c1 | 1% | i | ? | i | 11% | 12% | 4% | 4% | -11%
NC(=O)c1nsc(C(=O)N(Cc2ccco2)C(C(=O)NCC2CCCO2)c2ccc(O)cc2)c1N (stereo unspecified) | -3% | i | 17% | i | -14% | -1% | -15% | -13% | 1%
CC(c1ccncn1)N(C)Cc1nc(Cc2ccccc2F)no1 (stereo unspecified) | 0% | i | 10% | 11% | -36% | 2% | -8%[9.22 µM] | -5% | -1%
CC(=O)c1cccc(OCc2cc(C(=O)N3CCC(N4CCCCC4)CC3)no2)c1 | -3% | i | 0% | -3% | -7% | -5% | 21% | 10% | -1%
O=C(c1ccccn1)c1ncc(C(F)(F)F)cc1Cl | 0% | i | 0% | i | 0% | 2% | -8% | 15% | 6%
